Wnt bcat act = activators of Wnt/beta-catenin signaling. Wnt/beta-catenin reporter cell assay, activator, plate reader. activation, % at 9.35 µM. 300,000 tested, 1.2% active; in the data active means activation above about 30%, passing the limit was not always enough;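 further: 0% = neutral control wells and 100% = positive control wells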
PfHsp90 yeast 2 = growth inhibition of yeast expressing Plasmodium Hsp90 | AID 504621 | S. cerevisiae expressing PfHsp90, BacTiter-Glo ATP, 48 h; yeast lacking PDR1 and PDR3 efflux regulators | 310,000 tested, 0.32% active | inhibition, % at 9.4 µM;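 active means every replicate shows inhibition above about 80%, whatever the replicate mean, limit read from the data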;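 further: 0% = DMSO neutral controls and 100% = 20 µM radicicol positive controls; yeast relying on Plasmodium falciparum Hsp90 in place of its own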
AddAB inh = less growth of phage-infected E. coli with AddAB; AID 435030; E. coli expressing H. pylori AddAB, absorbance growth; inhibition, % at 11.9 µM; 330,000 tested, 0.29% active; in the data active means inhibition above about 12%;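 further: 0% = vehicle wells of infected cells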
Tat transport = blocks Tat-dependent protein export in E. coli; E. coli MC4100 TorA-mCherry Tat export, fluorescence; 340,000 tested, 0.036% active; inhibition, % at 10 µM;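 active means mean replicate inhibition at least 50% and at least half of replicates individually reaching 50%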;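 further: exported cargo escapes ClpAP degradation while cytoplasmic cargo is degraded and loses fluorescence; 0% = median of neutral control wells and 100% = median of NaSCN control wells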
phage Ecoli inh = E. coli growth loss with phage present; inhibition, % at 11.9 µM; 360,000 tested, 0.26% active; growth absorbance; AID 651602; in the data active means inhibition above about 11%
E coli growth = counter-screen for AddAB inhibitors: E. coli growth inhibition; 330,000 tested, 0.27% active; AID 449728; E. coli V3065 growth, OD600 absorbance, 18 h; inhibition, % at 11.9 µM;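 active means inhibition above the campaign's mean inhibition across all tested compounds plus 3 SD, cut at about 9.9% in these data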;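 further: uninfected addAB+ strain grown without phage in ampicillin broth; 0% = DMSO wells and 100% = ciprofloxacin 0.95 µg/ml wells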
CAL PDZ inh = human CAL PDZ-peptide interaction inhibition; Q9HD26; purified CAL PDZ, TMR-peptide fluorescence polarization, 1 h; inhibition, % at 20 µM; 330,000 tested, 0.02% active; AID 504414;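 active means highest replicate inhibition of at least 40%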;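 further: plate controls were DMSO neutral control wells for no effect and unlabeled competitor peptide control wells for full effect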
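System: purified tagged CAL PDZ domain construct (CerCALP). Schedule: 1 h incubation at room temperature before polarization reading. Medium: 25 mM sodium phosphate pH 7.4, 150 mM NaCl, TCEP, IgG, Thesit. Read-out: percent inhibition from loss of millipolarization. Measured by: FP readout, S and P plane fluorescence. Probe or stimulus: fluorescent TMR peptide probe.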
DAGLB inhibitor = blocks human DAGLB lipase activity | HEK293T DAGLB membrane lysate, EnzChek fluorogenic substrate | inhibition, % at 5.17 µM | 340,000 tested, 0.059% active; in the data active means inhibition above about 34%;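 further: 0% = enzyme with vehicle and 100% = wells lacking enzyme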
Target sequence (Q8NCG7 whole entry, looked up): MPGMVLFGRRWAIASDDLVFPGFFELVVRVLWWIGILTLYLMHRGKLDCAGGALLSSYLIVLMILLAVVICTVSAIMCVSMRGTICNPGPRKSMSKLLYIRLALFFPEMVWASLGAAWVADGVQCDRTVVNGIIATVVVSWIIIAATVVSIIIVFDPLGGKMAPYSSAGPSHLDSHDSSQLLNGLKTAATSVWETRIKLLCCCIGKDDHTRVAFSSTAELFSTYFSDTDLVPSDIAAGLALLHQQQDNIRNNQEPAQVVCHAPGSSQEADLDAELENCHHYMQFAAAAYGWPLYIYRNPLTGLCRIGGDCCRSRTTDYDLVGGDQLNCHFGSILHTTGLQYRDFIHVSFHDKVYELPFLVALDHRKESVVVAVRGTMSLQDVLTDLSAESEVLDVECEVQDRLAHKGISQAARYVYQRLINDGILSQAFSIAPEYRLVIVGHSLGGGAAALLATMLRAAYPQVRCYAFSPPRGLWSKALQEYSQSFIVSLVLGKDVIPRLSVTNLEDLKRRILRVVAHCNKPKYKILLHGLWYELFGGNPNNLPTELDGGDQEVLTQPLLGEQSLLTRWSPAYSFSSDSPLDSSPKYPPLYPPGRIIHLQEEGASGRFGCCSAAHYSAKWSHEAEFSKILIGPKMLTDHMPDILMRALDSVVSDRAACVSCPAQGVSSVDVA
Rtt109 Vps75 = inhibitors of Candida albicans Rtt109/Vps75 histone acetyltransferase. purified Rtt109/Vps75, ThioGlo CoA-SH fluorescence, 4 h. Q5AAJ8. AID 540336. inhibition, % at 34.9 µM. 330,000 tested, 0.16% active;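 active means inhibition of at least 50% in every replicate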
Target sequence (Q5AAJ8 whole entry, looked up): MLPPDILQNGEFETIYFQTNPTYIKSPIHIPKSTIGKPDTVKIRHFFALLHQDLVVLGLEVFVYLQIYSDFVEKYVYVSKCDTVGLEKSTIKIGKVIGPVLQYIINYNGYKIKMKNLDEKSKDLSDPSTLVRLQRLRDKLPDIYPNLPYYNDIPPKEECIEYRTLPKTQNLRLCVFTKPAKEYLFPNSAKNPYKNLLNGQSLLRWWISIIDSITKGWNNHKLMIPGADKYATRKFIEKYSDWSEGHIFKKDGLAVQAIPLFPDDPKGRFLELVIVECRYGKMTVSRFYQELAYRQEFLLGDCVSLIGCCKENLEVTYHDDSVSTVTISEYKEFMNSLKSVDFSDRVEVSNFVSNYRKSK
PvdQ inh = P. aeruginosa PvdQ acylase inhibition. purified PvdQ acylase, fluorescence plate reader. inhibition, % at 10 µM. 340,000 tested, 0.063% active; in the data active means inhibition above about 30%, passing the limit was not always enough;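 further: 0% = vehicle neutral wells and 100% = reference inhibitor wells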
* marks the source's active call; other numbers are inactive results; · = no result given; & = joins results of further samples.

SMILES	Wnt bcat act	PfHsp90 yeast 2	AddAB inh	Tat transport	phage Ecoli inh	E coli growth	CAL PDZ inh	DAGLB inhibitor	Rtt109 Vps75	PvdQ inh
O=S(=O)(/N=C(/Nc1cc(N2CCOCC2)ncn1)c1ccc(F)cc1)c1ccccc1	-4&-1	11&12	1.5	6&5	3.9&1.7	0.9	-1.2&-2.1	1&-3	-5&-2	-15&-12
Cn1nnc(NC(=O)c2cccc(F)c2)n1	4	-3	-2.7	6	0.5	-2.2	-2.2	-3	10	-5
COc1ccc(NC(=O)[C@@H](NC(=O)c2ccccc2F)C(C)C)cc1S(=O)(=O)N1CCOCC1	0	-7	5.5	3	0.9	2.1	-0.8	2	5	-2
Cc1cc(C(=O)N/N=C/c2ccc(-c3ccc([N+](=O)[O-])cc3Cl)o2)n[nH]1	-2	-2	2.4	-4	2.8	0.7	-0.5	4	-4	-8
CCCC(C(=O)n1nc(C)cc1C)C(NS(=O)(=O)c1ccc(C)cc1)c1ccccc1 (stereo unspecified)	·	8	1.4	21	0.9	-0.2	-1.1	-12	-3	-11
CCOC(=O)C1=C(C)N(c2ccccc2)C(=O)C1	·	12	1.3	-2	1.4	3.0	-0.7	0	0	2
COC(=O)CNC(=O)c1ccccc1C	0	7	-0.3	-2	1.4	-1.7	-1.3	-2	-5	4
COc1ccc(CC(=O)N2N=C(C)CC2(O)C(F)(F)F)cc1 (stereo unspecified)	-2	24	1.8	4	0.7	-0.3	0.0	-2	-2	-8
O=C(NCc1ccccc1)c1ccc2c(=O)n(CC3CCCO3)c(=S)[nH]c2c1 (stereo unspecified)	·	·	1.6	3	3.8	-2.2	·	5	-8	-15
CCSc1nnc2ccc(-c3ccc(OC)c(OC)c3)nn12	4	-15	2.3	0	1.4	0.8	-4.4	1	-1	-1

Reformatted: 2 of the compounds above.
CCCC(C(=O)n1nc(C)cc1C)C(NS(=O)(=O)c1ccc(C)cc1)c1ccccc1 (stereo unspecified)
  Wnt bcat act: ·
  PfHsp90 yeast 2: 8
  AddAB inh: 1.4
  Tat transport: 21
  phage Ecoli inh: 0.9
  E coli growth: -0.2
  CAL PDZ inh: -1.1
  DAGLB inhibitor: -12
  Rtt109 Vps75: -3
  PvdQ inh: -11

CCOC(=O)C1=C(C)N(c2ccccc2)C(=O)C1
  Wnt bcat act: ·
  PfHsp90 yeast 2: 12
  AddAB inh: 1.3
  Tat transport: -2
  phage Ecoli inh: 1.4
  E coli growth: 3.0
  CAL PDZ inh: -0.7
  DAGLB inhibitor: 0
  Rtt109 Vps75: 0
  PvdQ inh: 2

(list continues)
SMILES	Wnt bcat act	PfHsp90 yeast 2	AddAB inh	Tat transport	phage Ecoli inh	E coli growth	CAL PDZ inh	DAGLB inhibitor	Rtt109 Vps75	PvdQ inh
O=C(CCNS(=O)(=O)c1ccc(Br)s1)NCc1ccc2c(c1)OCO2	2	8	-2.1	-2	3.2	-2.4	-0.5	1	8	-3
Cc1ccc2c(=O)n3c(nc2c1)C(CC(C)C)NC(=O)c1ccc(Cl)cc1-3 (stereo unspecified)	-1	·	0.1	·	2.7	0.5	·	·	·	·
Brc1cnc(N2CCCC2)nc1N1CCOCC1	·	·	1.0	-3	1.2	0.5	-0.7	0	1	-12
Clc1cccc(N/N=C(\Cc2nc3ccccc3[nH]2)c2ccccc2)c1	·	0	0.8	19	3.9	0.7	-1.2	-5	7	-15
COc1ccc(C(=O)N/C(=C\c2ccc(OC)c(OC)c2)C(=O)N2CCCCC2)cc1	0	1	3.6	-4	3.9	0.8	-1.9	-2	12	-4
Cc1cc(C)cc(OCC(=O)Nc2nc3ccc([N+](=O)[O-])cc3s2)c1	·	-13	0.8	-5	0.6	-2.1	0.4	-1	8	8
COc1ccc(NC(=O)COC(=O)COc2cccc3c2OC(C)(C)C3)cc1	-2	·	1.7	0	3.9	3.2	-3.2	-3	-9	9
Cc1ccc2c(c1)COc1c3ccc(C(=O)NCCO)cc3nn1-2	52*	·	2.2	-11	1.6	2.7	-3.6	1	-9	-11
Cc1cccc(N2CCC(NCc3c(C(=O)N4CCCCC4)nc4c(C)cccn34)CC2)c1	-8	15	4.2	9	3.7	0.2	-0.6	-2	8	7
CCC(=O)NC(=S)NNC(=O)c1ccc(O)cc1	-3	10	1.3	14	1.0	-0.8	-1.2	3	7	-9

The last 5 entries of the part above come first, to join the parts:
SMILES	Wnt bcat act	PfHsp90 yeast 2	AddAB inh	Tat transport	phage Ecoli inh	E coli growth	CAL PDZ inh	DAGLB inhibitor	Rtt109 Vps75	PvdQ inh
Cc1cc(C)cc(OCC(=O)Nc2nc3ccc([N+](=O)[O-])cc3s2)c1	·	-13	0.8	-5	0.6	-2.1	0.4	-1	8	8
COc1ccc(NC(=O)COC(=O)COc2cccc3c2OC(C)(C)C3)cc1	-2	·	1.7	0	3.9	3.2	-3.2	-3	-9	9
Cc1ccc2c(c1)COc1c3ccc(C(=O)NCCO)cc3nn1-2	52*	·	2.2	-11	1.6	2.7	-3.6	1	-9	-11
Cc1cccc(N2CCC(NCc3c(C(=O)N4CCCCC4)nc4c(C)cccn34)CC2)c1	-8	15	4.2	9	3.7	0.2	-0.6	-2	8	7
CCC(=O)NC(=S)NNC(=O)c1ccc(O)cc1	-3	10	1.3	14	1.0	-0.8	-1.2	3	7	-9
COc1ccc(N(CC(=O)Nc2cccnc2)S(C)(=O)=O)cc1	-1	·	-0.9	9	3.6	1.0	-1.0	-1	12	-7
CC(C)N1CC(C(=O)Nc2cc(Cl)cc(Cl)c2)CC1=O (stereo unspecified)	1	-4	0.6	1	1.8	-0.3	0.0	3	-3	-8
O=C(c1cc(-c2cccs2)nc2ccccc12)N1CCN(S(=O)(=O)c2cccc(F)c2)CC1	·	-15	2.6	-6	3.4	-0.7	·	2	-8	9
CCCn1c(O)c(N=NC(=O)c2ccco2)c2ccccc21	-1	34	1.2	0	-0.8	-4.0	-1.8	2	-4	-7
CCCCC1CCC(c2nc(-c3cccnc3)no2)CC1 (stereo unspecified)	·	-8	2.4	14	2.3	-0.2	-0.1	-5	-4	-14
Cc1ccc(O)c(NC(=O)c2cccc(S(=O)(=O)N3CCCCC3)c2)c1	0	-15	2.4	2	1.7	1.4	-1.1	1	1	-14
Cc1cccc(CCNC(=O)C2CCN(S(=O)(=O)c3cccc4nsnc34)CC2)c1	0	-6	-1.3	3	1.3	-0.7	0.3	1	-1	-11
O=[N+]([O-])c1cccc(/C=N/NC2=NCCCCC2)c1	-15	9	4.7	0	2.8	0.2	-2.3	-1	-1	-5
Nc1ccc(Cc2ccc([N+](=O)[O-])cc2)cc1	-1	-6	·	4	1.9	·	-0.1	1	2	4
O=C(N/N=C/C=C/c1ccco1)c1ccccc1Cl	-1	-4	-1.1	12	3.4	-0.7	-1.0	0	7	9
CC(OC(=O)Cn1cnc2ccccc2c1=O)C(=O)N(C)c1ccccc1 (stereo unspecified)	2	16	0.7	4	-0.2	0.8	-0.4	2	-3	-20
COc1ccc(/C=N/N2CCN(C)CC2)cc1O	·	·	0.7	-8	3.6	-1.6	-1.0	0	-16	-19
O=C(COC(=O)c1ccc2ccccc2n1)NC1CCCCC1	2	-2	0.9	-1	6.3	0.0	-0.1	-2	-3	-3
CC(C)(C)NC(=O)C(c1cccs1)N(C(=O)c1csnn1)c1ccccc1F (stereo unspecified)	-1	-4	2.8	7	1.7	1.2	-9.5	2	8	-13
COc1ccccc1NC(=O)CSc1ncc(CO)n1Cc1ccc(F)cc1	0	-19	4.7	-2	-0.2	0.9	-1.4	1	18	-4
COc1ccc(C(C)=O)cc1CN1C(=O)NC(c2ccccc2)(c2ccccc2)C1=O	-5	11	0.5	-2	0.9	0.9	-2.7	2	3	4
O=C1CC2(CCN(C(=O)c3cccc(Cl)c3)CC2)Oc2ccccc21	-2	-10	0.0	8	-0.1	0.3	-1.1	3	-2	-4
CCCCn1c(N)c(N(CC)C(=O)c2cnc(C)cn2)c(=O)[nH]c1=O	1	-6	-0.4	2	-2.0	-0.3	-0.7	-1	1	4
Cc1cc(NS(=O)(=O)c2ccc(NC(=S)NC(=O)c3ccc(F)cc3Cl)cc2)no1	-3	32	2.3	1	3.7	1.5	-0.5	6	-9	-18
Cc1ccc(Sc2ncnc3onc(C)c23)cc1	·	·	3.7	-3	-0.1	1.0	-1.5	-6	-4	-11
C=CCN(CC=C)CCCOc1ccc(C)cc1OC	-1	-13	2.7	-9	5.4	2.4	-2.3	-1	·	11
COC(=O)Cn1cnc2sc(C)c(S(=O)(=O)N3CCN(c4ccccc4OC)CC3)c2c1=O	·	0	0.8	-6	-3.2	-1.3	-0.5	1	-5	-5
CSc1ccc(C(=O)C2CCCN(C(=O)c3cc4cc(F)ccc4[nH]3)C2)cc1 (stereo unspecified)	-1	-20	3.1	-16	5.5	-0.2	-0.4	-4	1	6
NC(=O)/C(N=Nc1ccccc1)=N/Nc1ccccc1	5	23	2.9	14	1.6	2.0	0.2	1	3	-7
COc1ccc(/C=N/c2c(-c3ccco3)nc3ccccn23)cc1OC	·	13	-0.8	-6	2.5	-0.5	0.3	3	7	4
O=C(Nc1ccc2nn(-c3ccccc3)nc2c1)c1ccc(Br)o1	5	-32	3.5	-7	-0.2	2.1	-1.0	3	3	-10
CSCCC1(C(=O)O)NC(c2ccccc2O)C2C(=O)N(C(C)C)C(=O)C21 (stereo unspecified)	-2&0	-33	2.6	11	0.3	-0.1	-0.4	-1	0	-12
COc1cc(CNCc2ccncc2)ccc1OCC(N)=O	-1	-6	·	-18	-0.4	·	-1.1	0	-1	-20
CCCCC1(C)OC(=O)C(=Cc2ccc(N(CC)CC)cc2)C(=O)O1 (stereo unspecified)	·	-11	3.5	-12	1.9	0.5	-0.9	-1	3	-12
Cc1ccc(CNC(=O)CCNC(=O)N2CCn3c2nc2ccccc23)cc1	0	11	-0.7	-3	4.3	1.7	-2.1	-3	14	7
CCCCNC(=O)c1cc2cccc([N+](=O)[O-])c2[nH]1	-5	-7	2.7	-9	2.9	1.0	0.0	0	-11	4
Cc1noc(C)c1COC(=O)CCC(=O)c1ccc(F)cc1	·	-10	2.6	-1	0.0	0.3	-5.7	2	-8	-13
CCCN(CCC)C(=O)Cn1c(=O)n(CCCCC(=O)NCc2ccco2)c(=O)c2ccccc21	0	-51	4.6	5	0.4	-1.6	·	0	1	-6

Some values from above.
CCCCC1(C)OC(=O)C(=Cc2ccc(N(CC)CC)cc2)C(=O)O1 (stereo unspecified) in PvdQ inh: -12
Cc1noc(C)c1COC(=O)CCC(=O)c1ccc(F)cc1 in Tat transport: -1
